# Compound activity as filed in PubChem BioAssay.
# Hck-Nef inh – blocks Nef-activated human Hck kinase; P08631; Recombinant Hck-YEEI plus Nef, Z-Lyte FRET kinase assay; inhibition, % at 20 µM; 220,000 compounds, 0.68% hits; AID 463187;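 active means Hck-Nef kinase inhibition above about 50%, limit read from the data; inactive means inhibition below that limit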;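 further: 0% = DMSO with Hck plus Nef and 100% = Hck alone without Nef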
# EBV gp42 block – EBV gp42 inhibition; Q1HVG2; Fluorescence polarization binding assay, mP read-out; inhibition, % (tested at 21.74 µM); 220,000 compounds, 0.42% hits; AID 1085; in the data active means inhibition above about 50%
# Target sequence (Q1HVG2 whole entry, looked up): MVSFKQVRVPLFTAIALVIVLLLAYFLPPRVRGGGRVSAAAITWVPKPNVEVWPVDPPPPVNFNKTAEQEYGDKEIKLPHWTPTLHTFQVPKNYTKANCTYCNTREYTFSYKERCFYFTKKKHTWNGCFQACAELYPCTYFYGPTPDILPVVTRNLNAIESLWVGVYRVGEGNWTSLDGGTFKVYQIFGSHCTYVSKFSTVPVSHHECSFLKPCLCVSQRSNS
# Mdm2 ligase inh – inhibitors of human Mdm2 E3 ubiquitin ligase | signal enhancement, % at 5 µM | 210,000 compounds, 0.11% hits | cell-based MDM2 ubiquitination luciferase reporter, 2 h; 0 = plate control, 100 = twice control, blank-subtracted | Q00987 | AID 1230;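 active means signal enhancement of 30% or more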;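 further: luminescence tracks abundance of the self-degrading MDM2-luciferase fusion protein; higher signal means inhibition of MDM2 E3 ligase activity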
#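 Test system: mammalian cells stably expressing self-ubiquitinating, self-degrading MDM2 E3–luciferase fusion; Amount: 2000 cells in each well; Medium: DMEM; Schedule: 4 h settle plus 2 h compound, 37 °C; Technique: SteadyLite luciferase luminescence after 15 min room-temperature reagent incubation; Benchmarks: plate control and blank wells.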
# p47phox inh – blocks human p47phox regulatory protein of NADPH oxidases | p47phox/p22phox peptide binding, fluorescence polarization, 2 h | inhibition, % at 24.7 µM | 220,000 compounds, 0.53% hits | P14598;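 active means inhibition above about 30%, limit read from the data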;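 further: 0% = p47phox with labelled peptide and 100% = labelled peptide alone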
# 14-3-3 Bad inh – disrupts binding of bovine 14-3-3 zeta to phospho-Bad peptide | P63103 | inhibition, % at 21.7 µM | TR-FRET 14-3-3zeta/Dy647-pBad peptide displacement, 1 h | 220,000 compounds, 0.71% hits;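 active means inhibition above about 70%, limit read from the data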;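 further: 0% = full 14-3-3 plus peptide FRET controls and 100% = background without 14-3-3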
# zVAD death inh – blocks zVAD induced death of L929 cells; viability rescue, % at 10 µM; L929 zVAD necroptosis rescue, ATP luminescence, 24 h; with zVAD 60 µM; 220,000 compounds, 0.38% hits; AID 1377;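 active means activation, scaled between plate controls, above about 75%, limit read from the data; inactive means activation under that limit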;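 further: 0% = zVAD with DMSO and 100% = DMSO alone without zVAD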
# Tb hexokinase – T. brucei hexokinase 1 inhibition. inhibition, % at 10 µM. AID 1430. recombinant TbHK1, G6PDH-coupled NADH A340. 220,000 compounds, 0.11% hits;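 active means inhibition of 50% or more in the single-dose primary screen; inactive means inhibition below 50%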
# Runt-SMMHC FRET – inhibitors of human RUNX1 Runt domain binding to CBFb-SMMHC | Q01196+Q13951 | Cerulean-Runt/Venus-CBFb-SMMHC FRET ratio 530/480, 1 h | inhibition, % at 20 µM | 220,000 compounds, 0.74% hits | AID 1434;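 active means mean inhibition across duplicate retests at 20 µM reaching about 50%, limit read from the data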;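 further: 0% = DMSO wells and 100% = wells with excess untagged CBFb-SMMHC; inhibitors lower the FRET ratio by blocking Runt binding to CBFb-SMMHC; some results filed as inactive read as strong as hits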
# Target sequence (Q01196 whole entry, looked up, the tested form may be a part): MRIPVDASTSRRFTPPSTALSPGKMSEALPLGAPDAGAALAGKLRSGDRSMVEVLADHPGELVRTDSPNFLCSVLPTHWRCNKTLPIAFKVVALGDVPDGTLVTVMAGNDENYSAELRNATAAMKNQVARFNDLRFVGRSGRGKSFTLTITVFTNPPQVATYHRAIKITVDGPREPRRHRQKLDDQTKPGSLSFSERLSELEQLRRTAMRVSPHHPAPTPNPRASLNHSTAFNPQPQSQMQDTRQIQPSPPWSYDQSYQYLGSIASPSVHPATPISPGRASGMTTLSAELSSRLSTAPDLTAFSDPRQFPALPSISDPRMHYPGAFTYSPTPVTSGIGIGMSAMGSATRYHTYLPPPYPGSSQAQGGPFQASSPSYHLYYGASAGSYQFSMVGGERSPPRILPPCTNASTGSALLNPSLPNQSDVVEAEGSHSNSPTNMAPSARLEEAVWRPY
# Target sequence (Q13951 whole entry, looked up, the tested form may be a part): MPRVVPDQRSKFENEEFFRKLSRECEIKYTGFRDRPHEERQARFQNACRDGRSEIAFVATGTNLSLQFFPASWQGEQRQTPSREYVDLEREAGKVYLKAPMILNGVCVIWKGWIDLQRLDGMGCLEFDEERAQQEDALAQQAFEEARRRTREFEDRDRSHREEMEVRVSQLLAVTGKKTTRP
# Runt-CBFb FRET – blocks binding of human RUNX1 Runt domain to CBFb. Q01196+Q13951. AID 1496. Cerulean-Runt/Venus-CBFb FRET ratio 530/480, 1 h. 220,000 compounds, 0.46% hits. inhibition, % at 20 µM;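 active means inhibition over about 50% at 20 µM in the single-dose screen, limit read from the data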;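 further: 0% = DMSO wells and 100% = excess unlabeled CBFb competitor control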
#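 System: Cerulean-labeled Runt domain protein | Quantity: 100 nM of each labeled protein | Schedule: 1 h compound exposure, room temperature | Detection: Fluorescence energy transfer, 422 nm excitation, 530/480 nm emission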
# * marks the source's active call; other numbers are inactive results; nt = not tested or not shown; [ ] = remark or other dose.
item	SMILES	zVAD death inh	14-3-3 Bad inh	Tb hexokinase	Runt-SMMHC FRET	Mdm2 ligase inh	Runt-CBFb FRET	Hck-Nef inh	p47phox inh	EBV gp42 block
1	CC(=O)Nc1ccc(NC(=O)C(=O)c2cn(CC(=O)N3CCCCC3)c3ccccc23)cc1	-0.3	-3.7	-15.1	-0.1	3.0	-3.5	20.2	-8.3	-1.6
2	CCOc1ccccc1N1C(=O)CC(Sc2n[nH]c(-c3ccccc3)n2)C1=O (stereo not given)	-1.6	-4.3	2.0	26.5	-6.2	28.4	22.3	-5.1	-24.9
3	O=C(NC(=S)Nc1nc(-c2ccccc2)cs1)c1ccco1	0.1	1.6	-11.4	-6.3	-31.0	4.2	-1.6	-7.2	-1.8
4	CC1(C)CC(=O)C(Sc2nnc(-c3ccc(O)cc3)n2CC2CCCO2)C(=O)C1 (stereo not given)	-0.1	18.9	-0.5	-0.8	-30.3	0.9	2.9	-5.2	-18.5
5	Cc1cc(C)n(-c2cc(N3CCOCC3)ncn2)n1	-0.9	-11.3[fluorescence artefact?]	5.8	5.2	-15.8	nt	2.5	2.1	4.4
6	COC(=O)c1ccccc1-c1ccc(C=O)o1	1.9	-2.0	-5.6	-5.4	-6.5	-2.4	9.5	-1.6	-10.4
7	Cc1ccc(C)c(NC(=O)CSc2nc3nc(-c4cccs4)cc(C(F)(F)F)c3c(=O)[nH]2)c1	1.3	-11.8	-4.8	6.3	nt	6.0	49.0	-6.4	-12.4
8	CCN(C(=O)COC(=O)c1cccnc1SC)C1CCS(=O)(=O)C1 (stereo not given)	-0.2	-7.9	1.8	4.4	1.5	-0.1	1.6	-0.7	-5.6
9	COC(=O)[C@@H](NC(=O)N1CCN(c2cccc(C(F)(F)F)c2)CC1)C(C)C	0.6	-17.3	-0.1	0.5	-5.8	-1.5	-0.7	-10.9	3.1
10	CCOc1ncccc1C(=O)OCC(=O)c1ccccc1Br	0.9	-8.8	1.7	-0.3	-14.0	-2.5	13.6	-0.8	-19.0
11	CCn1c2ccccc2c2nnc(SCC(=O)c3c(N)n(C)c(=O)n(C)c3=O)nc21	3.6	21.0	-13.5	-3.7	-2.3	0.3	9.6	-24.1	0.7
12	CC(C)(C)c1nc2ccc([N+](=O)[O-])cc2[nH]1	3.0	-4.2	-8.7	1.0	-10.9	-0.4	20.2	-17.1	-11.6
13	O=C(Nc1ccc(N2CCN(C(=O)C3CC3)CC2)cc1)c1cccs1	2.5	-3.0	-12.1	-8.5	6.1	3.8	0.5	-5.3	-5.5
14	COc1ccc(-c2nc(-c3ccccn3)nc(N3CCN(C)CC3)c2C#N)cc1	-1.0	-8.5	-14.5	3.3	-10.2	0.7	1.0	-2.2	-0.8
15	Cc1n[nH]c(C)c1CCc1nc2c3ccccc3nc(SCC(=O)Nc3ccccc3F)n2n1	-0.2	57.0	-18.9	-0.4	2.1	0.5	-2.1	19.1	-28.8
16	CC(=O)Nc1ccc(S(=O)(=O)CCC(=O)O)cc1	1.1	6.5	6.8	3.6	-0.4	0.7	4.8	5.5	-16.4
17	CCOc1ccccc1NC(=O)c1ccccc1NS(C)(=O)=O	0.4	67.4	-6.9	2.9	-19.2	-1.7	1.0	-5.5	-20.4
18	Cc1ccccc1C1c2[nH]c3ccccc3c2CCN1Cc1cccn1-c1ncccn1 (stereo not given)	-0.2	-3.6	2.1	9.7	-1.1	5.6	14.7	-26.4	21.5
19	CCOc1ccc(Cl)cc1S(=O)(=O)n1cnc2ccccc21	0.9	5.1	-6.8	-0.1	0.3	-3.0	-1.2	-9.0	-5.3
20	Cc1ccc2c(c1)nnn2C1CCN(S(=O)(=O)c2ccc(C(=O)N(C)C)cc2)CC1	0.6	11.2[fluorescence artefact?]	0.3	4.4	2.5	0.8	0.2	2.9	-4.0
21	CCn1c(N2CCC(Cc3ccccc3)CC2)nc2c1c(=O)[nH]c(=O)n2C	-0.4	-18.2	-4.4	-0.6	-7.6	-5.3	4.1	6.1	-6.4
22	COCc1cc(=O)n2c(-c3ccc(C)cc3)n[nH]c2n1	nt	3.6	nt	3.1	-4.7	1.3	nt	-21.7	2.9
23	COc1ccc(NC(=O)C2CCCN2C(=O)NCc2ccccc2)cc1OC (stereo not given)	-0.2	-3.3	-3.3	5.7	nt	1.7	0.3	-9.1	-18.4
24	Cc1ccc(OC(=O)C(F)(F)F)c2c1NCCC2	-0.3	11.2	1.7	1.1	10.6	1.7	2.0	-7.4	-11.2
25	CC1CCCCN1C(=O)Cn1cc(C=O)c2ccccc21 (stereo not given)	0.2	-2.0	0.6	0.4	-9.7	-2.7	4.9	6.9	-5.2
26	O=C(O)c1sccc1SCc1ccc(Cl)cc1Cl	0.3	-11.6[fluorescence artefact?]	4.6	4.0	-10.5	-0.8	1.9	-10.1	-14.6
27	CCOC(=O)CSc1nc2cc(C(F)(F)F)cnc2n1C	2.2	-6.1	-3.7	-3.1	-13.8	-1.7	5.3	-2.9	-11.2
28	CN(Cc1cc(-c2ccccc2)on1)C(=O)c1cc(COc2c(F)cccc2F)on1	1.5	1.2	-7.4	-7.6	-2.5	-2.3	2.9	1.7	7.0
29	CC(C)(C)NC(=O)CN(Cc1cccs1)C(=O)CNS(=O)(=O)c1ccc(F)cc1	0.5	-12.3	-1.1	1.3	-0.6	-1.0	19.6	-6.0	-14.8
30	Cc1ccc(CNC(=O)[C@@H]2CCC(=O)N2Cc2ccco2)cc1	0.2	-2.5	4.1	-1.2	5.2	1.1	2.7	-1.9	-14.0
31	COc1cc(C(=O)NCCOc2ccccc2)c(Br)c(OC)c1OC	0.5	-1.0	7.4	-3.4	5.7	-0.4	0.6	-8.1	-1.4
32	CC(=O)CCC(=O)c1ccc2ccccc2c1	0.7	-9.1[fluorescence artefact?]	1.3	0.4	-7.6	-1.3	-0.3	2.0	14.9
33	Cc1nc2ccc(Cl)cc2nc(C)/c1=N\O	17.2	2.8	-0.2	1.2	-6.1	1.8	11.7	-3.1	-5.2
34	CCOP(=O)(c1ccccc1)c1nc(-c2ccccc2C)oc1NCc1ccccc1 (stereo not given)	0.9	1.5	3.5	-1.9	nt	-3.9	16.1	-13.3	-4.3
35	O=C(c1ccc(Cl)s1)N1CCN(c2ncccn2)CC1	-0.5	-1.6	-8.1	2.2	nt	0.9	29.6	-2.0	-6.5
36	O=C(Nc1sc2c(c1C(=O)c1ccc(Cl)cc1)CCCC2)c1cccnc1	0.9	70.9*	-2.8	-7.9	-23.6	-5.4	-0.8	-12.5	-4.6
37	CCOC(=O)c1c(C)[nH]c(O)c1C=Nc1ccc(Cl)cc1	1.0	-15.1	-10.7	84.6	-11.3	0.8	2.5	-11.9	-18.1
38	C=CCN=C(C)C1=C(O)CCC1=O	-0.1	5.7	-4.7	0.5	-3.2	2.1	0.4	-6.7	-13.9
39	CC1CCN(C(=O)c2ccc(NS(=O)(=O)c3cccc4cccnc34)cc2)CC1	0.1	-3.2	-11.0	0.2	-10.2	0.4	15.7	-2.4	1.3
40	CCOc1ccccc1OCCCNCc1ccco1	-0.5	28.9[fluorescence artefact?]	5.8	3.1	-2.8	-0.9	3.8	-8.7	4.8

# Whole records as entered above. Order of screens: zVAD death inh	14-3-3 Bad inh	Tb hexokinase	Runt-SMMHC FRET	Mdm2 ligase inh	Runt-CBFb FRET	Hck-Nef inh	p47phox inh	EBV gp42 block
# Results for COc1ccc(NC(=O)C2CCCN2C(=O)NCc2ccccc2)cc1OC (stereo not given) → -0.2	-3.3	-3.3	5.7	nt	1.7	0.3	-9.1	-18.4
# Results for CCn1c(N2CCC(Cc3ccccc3)CC2)nc2c1c(=O)[nH]c(=O)n2C → -0.4	-18.2	-4.4	-0.6	-7.6	-5.3	4.1	6.1	-6.4
# Results for CC(C)(C)NC(=O)CN(Cc1cccs1)C(=O)CNS(=O)(=O)c1ccc(F)cc1 → 0.5	-12.3	-1.1	1.3	-0.6	-1.0	19.6	-6.0	-14.8
# Results for C=CCN=C(C)C1=C(O)CCC1=O → -0.1	5.7	-4.7	0.5	-3.2	2.1	0.4	-6.7	-13.9
# Results for CCOP(=O)(c1ccccc1)c1nc(-c2ccccc2C)oc1NCc1ccccc1 (stereo not given) → 0.9	1.5	3.5	-1.9	nt	-3.9	16.1	-13.3	-4.3

# Next section.
item	SMILES	zVAD death inh	14-3-3 Bad inh	Tb hexokinase	Runt-SMMHC FRET	Mdm2 ligase inh	Runt-CBFb FRET	Hck-Nef inh	p47phox inh	EBV gp42 block
41	CCCCn1c(SCc2nc(N)nc(N3CCCCC3)n2)nc2c1c(=O)n(C)c(=O)n2C	-0.2	-3.2[fluorescence artefact?]	-5.0	6.0	7.5	-3.4	0.9	-26.3	-16.9
42	O=C(c1ccc(C(F)(F)F)cc1)N1CCCCC1	0.2	-8.1	0.6	-1.7	-24.4	3.1	-12.9	-1.1	-12.3
43	COc1ccc(N2C(=O)CCC(C(=O)N(C)CCc3ccccn3)C2c2ccc(OC)c(OC)c2)cc1 (stereo not given)	8.7	-5.3	-0.3	-5.1	-7.5	0.7	21.7	-4.3	-2.5
44	CCN1CCc2c(C#N)c(N3CCOCC3)nc(NCc3ccccc3)c2C1	-1.1	nt	-14.7	58.1*	-11.8	40.4	4.1	nt	nt
45	Cc1cc(F)ccc1S(=O)(=O)Nc1ccccc1C(=O)NCc1ccccn1	0.8	-1.1	8.8	1.2	-95.4	1.7	-37.5	-3.4	-8.1
46	Cn1c(SCC(=O)NC2CCCCC2)nnc1-c1cccc(N)c1	-0.3	-6.6	-0.4	1.1	-1.3	-7.5	2.6	-7.4	-18.4
47	O=C(NC1CCCC1)C1CCN(S(=O)(=O)N2CCCCC2)CC1	-0.2	8.7	5.1	0.3	5.7	-0.4	-2.1	-3.2	-14.3
